NPY-Y2 PAM-ag – NPY-Y2 potentiators or agonists, primary screen, cell-based | Neuropeptide Y receptor type 2 (Homo sapiens), P49146 | cells expressing NPY-Y2, potentiator/agonist read-out | activation, % at 3.6 µM | actives 0.45% (n = 220,000); in the data active means activation above about 27%;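 further: cells stimulated with NPY near EC25 plus isoproterenol at EC100; 0% = vehicle plus submaximal agonist and 100% = vehicle plus saturating agonist; some results beyond the cut were filed as inactive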
Target sequence (P49146 whole entry, looked up): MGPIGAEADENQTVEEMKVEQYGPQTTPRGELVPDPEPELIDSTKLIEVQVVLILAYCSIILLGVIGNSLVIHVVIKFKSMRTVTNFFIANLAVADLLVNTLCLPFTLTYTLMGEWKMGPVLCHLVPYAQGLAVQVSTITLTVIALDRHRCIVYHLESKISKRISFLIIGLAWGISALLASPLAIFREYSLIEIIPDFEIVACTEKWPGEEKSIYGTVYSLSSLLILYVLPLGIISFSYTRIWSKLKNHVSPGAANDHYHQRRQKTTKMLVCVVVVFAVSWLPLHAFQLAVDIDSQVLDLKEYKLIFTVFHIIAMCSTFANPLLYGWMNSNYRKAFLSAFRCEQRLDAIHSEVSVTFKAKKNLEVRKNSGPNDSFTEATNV
Ba/F3 V617F tox – reduced viability of JAK2V617F-dependent Ba/F3 cells, primary screen, JAK2V617F inhibitor project, cell-based, Ba/F3 EpoR-JAK2V617F, luminescence. inhibition, % at 5.6 µM. AID 1446, 2008. ATP luminescence. actives 1.1% (n = 220,000);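 active means inhibition above the campaign mean plus 3 SD over all tested compounds, cut at about 24% in these data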;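 further: cytokine-independent growth of Ba/F3 cells driven by EpoR plus mutant JAK2; 0% = DMSO-treated cells and 100% = JAK inhibitor I control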
NPY1 pot ag – NPY-Y1 receptor potentiators or agonists, primary screen, cell-based | Neuropeptide Y receptor type 1 (Homo sapiens), P25929 | NPY-Y1 expressing cells, potentiator/agonist activation | activation, % at 3.6 µM | actives 0.37% (n = 220,000) | AID 1304, 2008; in the data active means activation above about 33%, passing the limit was not always enough;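 further: cells stimulated with NPY at EC10 then isoproterenol at EC100; 0% = low agonist plus stimulus and 100% = saturating agonist plus stimulus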
S1P4 antag – S1P4 receptor antagonists, primary screen, cell-based | S1P4-expressing cells, antagonist mode, reporter read-out | inhibition, % at 4.98 µM | actives 0.26% (n = 220,000) | AID 1510, 2009; in the data active means inhibition above about 29%;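 further: 0% = wells stimulated with agonist and 100% = vehicle wells without agonist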
NPY Y1 blocker – NPY-Y1 receptor antagonists, primary screen, cell-based; HEK293-CNG Y1 cells, membrane potential fluorescence; NPY at EC95, then isoproterenol; actives 1% (n = 200,000); Neuropeptide Y receptor type 1 (Homo sapiens), P25929; inhibition, % at 3.6 µM; AID 1040, 2008;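 active means inhibition above the campaign mean inhibition of all tested compounds plus 3 SD, cut at about 20% in these data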;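 further: 0% = DMSO wells given NPY plus isoproterenol and 100% = isoproterenol alone without NPY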
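System: HEK293 cells with Y1 receptor plus CNG channel / Probe or stimulus: NPY 25 nM then isoproterenol 1 µM plus Ro 20-1724 25 µM / Compound: one concentration, 3.6 µM, in 0.4% DMSO / Schedule: compound incubation 1 h at room temperature, readout 45 min post-stimulation / Measured by: membrane potential fluorescence / Read-out: % inhibition of NPY effect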
NCF1 inh – p47phox/p22phox peptide binding inhibitors, primary screen, biochemical, uHTS, NADPH oxidase regulatory subunit. Neutrophil cytosol factor 1 (Homo sapiens), P14598. fluorescence polarization, 2 h. inhibition, % at 24.7 µM. actives 0.53% (n = 220,000). AID 1274, 2008;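 active means inhibition above about 30%, limit read from the data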;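 further: 0% = p47phox with labelled peptide and 100% = labelled peptide alone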
Target sequence (P14598 whole entry, looked up): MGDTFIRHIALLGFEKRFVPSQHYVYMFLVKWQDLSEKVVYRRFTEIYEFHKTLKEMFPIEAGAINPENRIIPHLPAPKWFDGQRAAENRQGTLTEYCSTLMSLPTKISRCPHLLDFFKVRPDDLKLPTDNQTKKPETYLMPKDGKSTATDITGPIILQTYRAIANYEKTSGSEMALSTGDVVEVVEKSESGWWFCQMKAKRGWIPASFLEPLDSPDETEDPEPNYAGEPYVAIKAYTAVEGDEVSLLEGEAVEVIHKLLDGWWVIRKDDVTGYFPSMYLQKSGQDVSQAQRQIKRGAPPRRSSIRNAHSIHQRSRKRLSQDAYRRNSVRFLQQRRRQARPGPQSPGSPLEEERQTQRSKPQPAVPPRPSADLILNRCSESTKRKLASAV
S1P4 ag – S1P4 receptor agonists, primary screen, cell-based; Sphingosine 1-phosphate receptor 4 (Homo sapiens), O95977; S1P4-expressing cell line, agonist reporter assay; activation, % at 4.98 µM; actives 0.35% (n = 220,000); AID 1509, 2009; in the data active means activation above about 11%;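 further: 0% = DMSO vehicle and 100% = reference agonist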
BaF3 parental – parental Ba/F3 cell viability inhibition, counter-screen for JAK2V617F inhibitor project, murine pro-B, CellTiter-Glo luminescence; CellTiter-Glo ATP luminescence; inhibition, % at 5.6 µM; actives 1.1% (n = 220,000); AID 1486, 2009;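 active means inhibition above a per-campaign cutoff, the mean inhibition of all tested compounds plus 3 SD, cut at about 27% in these data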;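 further: 0% = DMSO wells and 100% = JAK Inhibitor I control wells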
CHOP inh – inhibitors of CHOP promoter induction, primary screen, cell-based, unfolded protein response, luciferase reporter | actives 3.8% (n = 220,000) | CHO-K1 CHOP-promoter luciferase, tunicamycin-induced, 15-18 h | inhibition, % at 10 µM | AID 2732, 2010;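 active means compounds that reduced the stress-induced luciferase reporter signal by more than about 70% of percent inhibition, limit read from the data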;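 further: 0% = tunicamycin plus vehicle and 100% = wells without tunicamycin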
Active calls of the source: *; x = not tested or not shown.

The opening 2 compounds (preview)
SMILES	NPY-Y2 PAM-ag	Ba/F3 V617F tox	NPY1 pot ag	S1P4 antag	NPY Y1 blocker	NCF1 inh	S1P4 ag	BaF3 parental	CHOP inh
CCOc1cc(N2CCOCC2)c(OCC)cc1NC(=O)CSc1n[nH]c(N)n1	-6	2	2	-21	-4	2	0.4	0	0
CC1CCC(NC(=O)C2c3ccccc3C(=O)N2Cc2cccs2)CC1 (stereo not given)	0	2	-15	-15	18	9	-2.2	3	12

Main list, repeating the preview:
SMILES	NPY-Y2 PAM-ag	Ba/F3 V617F tox	NPY1 pot ag	S1P4 antag	NPY Y1 blocker	NCF1 inh	S1P4 ag	BaF3 parental	CHOP inh
CCOc1cc(N2CCOCC2)c(OCC)cc1NC(=O)CSc1n[nH]c(N)n1	-6	2	2	-21	-4	2	0.4	0	0
CC1CCC(NC(=O)C2c3ccccc3C(=O)N2Cc2cccs2)CC1 (stereo not given)	0	2	-15	-15	18	9	-2.2	3	12
CCCc1nnc(NC(=O)CCC(=O)N2CCN(CCn3c(C)ccc3C)CC2)s1	-5	5	-8	-4	-1	-20	0.6	3	-6
Cc1ccc(NC(=O)CNc2ccc(Cl)cc2F)cc1	9	-2	-11	-10	1	-15	0.2	4	7
Cc1nnn(C23C[C@@H]4C[C@@H](CC(C(=O)N5CCN(c6ccccc6)CC5)(C4)C2)C3)n1	-4	-4	30	-8	x	-12	-1.4	1	7
Cc1ccc(S(=O)(=O)NN=C2CCN(Cc3ccccc3)CC2)cc1	4	-3	0	2	-4	-7	0.2	2	-7
CS(=O)(=O)N1CCN(C(=O)c2cc(-c3ccccc3)nc3ccccc23)CC1	8	-1	-6	-9	6	-11	-1.6	2	7
Cc1nc2sc(C(c3cccs3)N3CCN(c4ccccc4)CC3)c(O)n2n1 (stereo not given)	-10	0	-14	-4	1	x	-0.6	1	x
O=C(CN(c1cccc([N+](=O)[O-])c1)S(=O)(=O)c1ccccc1)N(Cc1ccccc1)Cc1ccccc1	13	4	-19	-12	-1	-4	0.6	12	17
CC1CCCCN1CC(=O)Nc1sccc1C#N (stereo not given)	-4	-3	-1	-11	5	-7	3.1	6	-15
CCCNS(=O)(=O)c1ccc(CCC(=O)Nc2ccc3c(c2)OCCO3)cc1	5	-3	21	-23	4	-4	2.3	3	-16
O=C(CSc1nc2ccccc2c(=O)[nH]1)N1CCN(S(=O)(=O)c2ccccc2)CC1	-11	2	12	4	1	-8	-1.8	6	27
Cc1cc(C)nc(N2N=C(CSc3ccc(Cl)cc3)CC2=O)n1	4	-3	8	-10	6	-16	0.0	4	-28
COc1cc(/C=N/Nc2ccc(C(F)(F)F)cn2)ccc1O	4	-5	33	11	-6	-6	0.7	-3	28
CCOCCCn1c(=N)c(C(N)=S)cc2c(=O)n3cccc(C)c3nc21	-10	3	-23	9	8	-10	0.9	8	-40
COc1ccccc1N1CCN(C(c2cccs2)C(C)NC(=O)c2cccs2)CC1 (stereo not given)	1	-3	-18	-30	-3	-19	2.2	0	-2
CC1CCCC(CC(=O)O)(CC(=O)O)C1 (stereo not given)	-8	3	8	-7	x	-3	1.3	3	7
Cc1cc(C2=CC(C)(c3cc(C)oc3C)Nc3nc(C(F)(F)F)nn32)c(C)o1 (stereo not given)	8	3	-3	-2	5	-34	-0.1	3	61
O=C1NC(Cc2c[nH]c3ccccc23)C(=O)N1Cc1cccc2ccccc12 (stereo not given)	0	-1	6	-2	-6	-16	5.1	9	54
CCCNC(=O)Nc1nc(CC(=O)OCC)cs1	-17	-3	3	-6	11	5	1.3	9	26
COc1ccc(-c2nc(C#N)c(NCc3ccc(C)cc3)o2)cc1OC	-7	-4	-39	-6	14	3	-2.2	0	15
Nc1cccnc1Sc1ccc(Cl)cc1	-2	-3	24	-22	0	-6	-0.1	-5	12
NC(=S)Cc1ccc(Cl)cc1Cl	-9	1	-16	-3	x	-7	1.8	-1	-1
Cc1cc(Nc2ncc(Cl)cc2Cl)n[nH]1	5	1	-3	-12	7	-8	2.2	4	24
CN(C)c1ccc(/C=C/c2ccncc2)cc1	15	-1	19	5	3	-43	0.6	2	33
O=C(NCc1ccccc1F)C1CCN(C(=O)NCc2ccccc2)CC1	-4	0	-6	3	4	-10	-0.6	5	19
CC(=O)Oc1oc(-c2ccccc2)nc1C=Nc1ccccc1	-28	-3	2	5	2	-3	0.2	5	-2
O=C(Cc1ccc(F)cc1)NC1CCCC1	-12	0	0	-3	3	-12	1.9	5	-4
Cc1ccccc1OCC(O)Cn1c(N2CCN(c3ccccc3)CC2)nc2c1c(=O)[nH]c(=O)n2C (stereo not given)	3	0	-13	7	12	5	2.2	4	12
CCN1C(=O)CC(N2CCN(c3ccc(C(=O)c4ccccc4)cc3)CC2)C1=O (stereo not given)	-8	0	-20	-4	7	-7	2.2	5	-9
CC12CN3CC(C)(CN(C1)C3c1c[nH]c3ccccc13)C2=O (stereo not given)	8	0	0	-1	4	8	1.1	1	2
COc1cccc(C2c3c(oc4cc(C)c(C)cc4c3=O)C(=O)N2CCCN(C)C)c1 (stereo not given)	-23	6	-35	3	0	-4	-1.4	11	6
Cc1ccc(SC(C)C(=O)Nc2ncn[nH]2)cc1 (stereo not given)	3	1	1	0	4	-2	0.9	5	3
O=C(O)c1ccccc1C(=O)N1CCN(c2cccc(Cl)c2)CC1	1	3	-14	-6	4	-4	-0.9	6	10
CC(C)N1C(=O)CSC1c1ccc(Br)cc1 (stereo not given)	1	-1	11	-18	-2	-3	1.0	2	12
Cc1noc(C)c1COC(=O)c1cc(C)n(-c2ccccc2)c1C	0	-3	12	-3	0	-12	-2.0	0	34
COc1ccc(-c2cc(C(=O)NC(Cc3c[nH]c4ccccc34)C(=O)O)c(C)o2)cc1OC (stereo not given)	-4	1	-6	-8	3	-7	0.8	6	-24
CCOc1ccc(S(=O)(=O)N(C)c2ccc(OCC(=O)Nc3nc(-c4cc(OC)ccc4OC)cs3)cc2)cc1	-2	0	-11	11	2	-128	-0.1	4	34
O=[N+]([O-])c1ccc(N2CCN(S(=O)(=O)c3ccc(Cl)cc3)CC2)cc1NCc1cccnc1	-1	-1	-10	-16	4	-20	2.9	7	19
Nc1ncnc2c1cnn2-c1ccccc1	1	7	12	-3	-4	x	-0.6	9	x
O=C(Nc1cccc(F)c1)C1CC(=O)N(c2ccc(Br)cc2)C1 (stereo not given)	-19	1	-23	-2	1	-2	-2.6	1	40
CC1(C)CC2CC(C)(CN2S(=O)(=O)c2cccc(N)c2)C1 (stereo not given)	-6	1	-10	0	-7	-15	2.5	2	-4
O=C(CCCOc1ccc(Cl)cc1)Nc1ccc(N2CCOCC2)cc1	-16	0	13	0	4	-4	-1.2	0	23
CCn1c(=O)c(C(=O)NNS(=O)(=O)c2ccc(Cl)cc2)c(O)c2ccccc21	12	-1	-17	-3	1	-14	0.6	3	84*
CCC(C)NCCC(=O)Nc1ccc(Cl)c(S(=O)(=O)Nc2ccc(Cl)cc2)c1 (stereo not given)	-25	7	-6	-2	5	-19	19*	12	-2
CCOC(=O)Cn1nc(C)n(-c2ccc(C(C)(C)C)cc2)c1=O	17	-1	4	-6	-2	-10	1.0	2	34
CCSc1nnc(-c2cnn(-c3ccccc3)c2-n2cccc2)n1C	-2	7	11	7	0	3	-0.2	10	15
Cc1nc(CN2CCCC2=NC#N)n(-c2ccccc2)n1	-11	-1	-8	-30	1	-10	0.5	8	35
C/C(=N\NC(=O)Cc1ccc(Cl)cc1)c1ccccn1	-7	-5	1	-11	-3	-9	-1.9	-2	58
CCOc1ccccc1NC1=C(Cl)C(=O)N(c2ccccc2)C1=O	2	3	-20	-13	0	6	1.1	1	32

Later entries.
SMILES	NPY-Y2 PAM-ag	Ba/F3 V617F tox	NPY1 pot ag	S1P4 antag	NPY Y1 blocker	NCF1 inh	S1P4 ag	BaF3 parental	CHOP inh
COc1ccc(Cl)cc1-c1nc(SCC(=O)N(C)C)n[nH]1	1	2	-2	-1	4	-14	0.1	5	0
CCC1(C)Cc2c(sc3nnn(CC(=O)Nc4ccc(Cl)cc4)c(=O)c23)CO1 (stereo not given)	-9	-1	-18	-24	-4	-18	0.2	2	60
CCC(=O)N(Cc1cc2c(C)ccc(C)c2[nH]c1=O)C1CCCCC1	-10	-2	4	-13	1	-18	1.3	3	44
C[n+]1cccc(C(=O)NCC2CCCO2)c1 (stereo not given)	9	3	-15	-19	2	10	-0.5	3	-4
CCOC(=O)c1ccc(NS(=O)(=O)c2ccc3[nH]c(=O)[nH]c3c2)cc1	1	-1	-10	5	1	-14	1.0	3	4
COC(=O)c1cc(NC(=O)c2ccccc2F)cc(C(=O)OC)c1	-1	3	6	6	1	-4	-0.5	2	9
CC(C)(C)c1ccc(-c2noc(-c3ccno3)n2)cc1	-28	3	-24	-11	x	-7	0.1	2	-24
CC(=O)c1ccccc1NC(=O)CSc1nnc2ccccn12	-3	2	0	-8	3	-1	-0.4	5	6
NC(N)=N/N=C/c1ccc2cccc(OCc3ccccc3)c2n1	-13	13	5	-28	x	-51	0.1	15	2
OC(COc1ccc(OCc2ccccc2)cc1)CN1CCCCC1 (stereo not given)	-20	8	-29	-2	9	-11	0.1	9	-9
CC(=O)CCc1c(C)nc2ccc(C)cc2c1Cl	9	-3	6	7	1	-5	0.8	6	42
COc1cc(/C=N/n2c(-c3cc(C)[nH]n3)n[nH]c2=S)cc(OC)c1OC	-10	2	-6	11	x	-3	1.0	1	5
CC(=O)N/C(=C/c1ccc2c(c1)OCO2)C(=O)NCc1ccccc1	-3	0	10	-2	-6	1	0.7	7	11
COC(=O)c1ccc(CSc2ccc3nnc(-c4ccccn4)n3n2)o1	3	-1	3	-9	-5	3	-1.5	7	-8
CCOC(=O)N1N=C(c2ccc(C)cc2)CC1(O)C(F)(F)F (stereo not given)	10	-2	-15	-3	5	1	-2.2	4	11
O=C(NCCCN1CCOCC1)c1ccc(Sc2ccc(Br)cc2)c([N+](=O)[O-])c1	3	0	-15	-9	3	4	-0.2	2	46
Cc1cc(=O)[nH]c(N/N=C/c2ccc(Br)s2)n1	2	-3	2	-20	1	-12	1.0	-1	3
COc1ccc(-c2nn(-c3ccccc3)cc2C2CC(c3cccs3)=NN2C(=O)CCC(=O)O)cc1 (stereo not given)	3	-3	1	-5	x	-10	-0.5	-2	14
CCCc1nnc(NC(=O)CCC(=O)N2CCN(S(=O)(=O)c3ccc(F)cc3)CC2)s1	-21	-4	12	4	x	-1	0.0	1	3
COc1ccc(OC)c(-c2cc(C3CCN(c4cc(Cl)nc(N)n4)CC3)[nH]n2)c1	6	3	40	13	4	-22	1.3	6	73*
COc1ccc(-c2nc3c(c(=O)n(C)c(=O)n3C)n2CC2CC(c3ccccc3)=NO2)cc1OC (stereo not given)	-15	6	-11	11	-5	x	-1.9	6	x
Cc1ccc2nc(-c3ccsc3)c(NC3CCCC3)n2c1	-4	-1	-4	7	11	-18	-0.1	8	6
CCCN1C(=O)c2cc(C(=O)O)ccc2C1O (stereo not given)	4	3	-10	-5	-1	-8	0.3	3	-4

Screening data from PubChem.
